G9a inh – inhibitors of human histone lysine methyltransferase G9a | Q96KQ7 | G9a H3K9 monomethylation, AlphaScreen, 2 h | Potency, µM (series often up to 102 µM), for the others: at the top dose activity, negative = inhibition, most hits filed as inhibitors | 8.8% of 350,000 active; further: on the % scale 0 is the no-effect control and ±100 the full control effect; nearly all actives have a fitted effect of over 75% in size
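G9a (20 nM) preincubated 15 min RT with compounds, then 500 nM biotinylated H3K9 peptide and 20 uM SAM added; 2 h RT reaction. Monomethyl-H3K9 product detected by AlphaScreen with anti-H3K9me1 antibody, streptavidin donor and anti-rabbit IgG acceptor beads.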
JMJD2A Tudor inh – blocks the human JMJD2A Tudor domain | 4.4% of 390,000 active | AID 504339 | AlphaScreen JMJD2A-Tudor / H3K4me3 peptide binding | O75164 | Potency, µM (doses to about 114 µM), inactives show at the highest dose activity change, negative = inhibition, usual class: inhibitors; further: on the % scale 0 is the no-effect control and ±100 the full control effect; nearly all actives have a fitted effect of over 50% in size
BLM inh – inhibitors of human Bloom syndrome helicase BLM; P54132; recombinant BLM DNA unwinding, fluorescence dequenching; Potency, µM (titrated, usually from 56.1 µM), inactives show at the top dose activity change, negative = inhibition, most hits filed as inhibitors; 0.2% of 350,000 active; AID 2528;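 further: plate controls were vehicle for no effect and no enzyme for full effect; nearly all actives have a fitted effect of over 35% in size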
Tb PGK inh – blocks T. brucei phosphoglycerate kinase; PGK/GAPDH coupled, Kinase-Glo luminescence, 60 min; Potency, µM (top dose mostly 57.5 µM), without a hit: at the top dose activity change, negative = inhibition, most hits filed as inhibitors; 0.043% of 380,000 active; AID 602233; P07378; further: on the % scale 0 is the no-effect control and ±100 the full control effect; nearly all actives have a fitted effect of over 60% in size
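Luminescent ATP detection (Kinase-Glo Plus) follows a 60-minute room-temperature incubation, with wells lacking PGK as controls. Buffer: 100 mM TEA (pH 7.6), 5 mM MgCl2, 0.01% Tween-20. Coupling enzyme GAPDH (100 nM final) supplies unstable 1,3-BPG in-well.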
HP1b binding inh – blocks HP1-beta chromodomain binding to methylated histone tails; 0.56% of 390,000 active; AID 540317; AlphaScreen HP1-beta / biotin-H3K9me3 peptide binding; P83916; Potency, µM (titrated, usually from 114 µM), for the others: at the highest dose activity change, negative = inhibition, actives largely listed as inhibitors; further: nearly all actives have a fitted effect of over 70% in size; inactives centre near 23
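Compound inhibition of the preformed complex between 50 nM HP1-beta and 50 nM biotinylated H3K9me3 peptide was read by AlphaScreen. Buffer was PBS pH 7.4 with 0.01% Tween-20. Incubations ran 30 min at room temperature, with 10 ug/mL donor/acceptor beads.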
Pin1 inh – human Pin1 inhibition. Q13526. Pin1 FP peptide displacement, HiFluor488, 10 min. Potency, µM (titrated, usually from 115 µM), for the others: at the top dose activity, negative = inhibition, actives largely listed as inhibitors. 0.009% of 390,000 active; active means well fitted inhibition curve with a large enough effect in the polarisation, with a control signal flat, not every such curve was filed as active; inconclusive means small, poorly fitted or top-dose-only effect, or effect the other way, or a change in a side signal; inactive means no such curve, though single readings can be large or run the other way; the % refers to the polarisation; further: on the % scale 0 is the no-effect control and ±100 the full control effect
BAZ2B block – BAZ2B (human) inhibition; Q9UIF8; AlphaScreen BAZ2B-H3K14Ac peptide displacement; Potency, µM (highest dose often 114 µM), for the others: at the highest dose activity change, negative = inhibition, usual class: inhibitors; 4.4% of 360,000 active; further: on the % scale 0 is the no-effect control and ±100 the full control effect; nearly all actives have a fitted effect of over 60% in size
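Inhibition is scored as reduced AlphaScreen emission. The BAZ2B/b-H3(5-23)K14Ac complex (50 nM each) in PBS pH 7.4, 0.01% Tween-20 meets compound (up to 110 uM) for 30 min at RT before bead addition.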
POLI inh – blocks human DNA polymerase iota activity; Q9UNA4; Pol iota fluorescent replication assay, 10 min; Potency, µM (top dose mostly 115 µM), for the others: at the highest dose activity, negative = inhibition, actives largely listed as inhibitors; 1% of 390,000 active; AID 588590
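Fluorescent replication assay read twice, at 0 min and 10 min after adding 50 nM (final) substrate. Enzyme (10 nM) and compounds were first incubated 15 min at room temperature; enzyme-free buffer wells were negative controls.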
GLS inh – glutaminase GLS (human) inhibition; Potency, µM (doses to about 45.5 µM), without a hit: at the highest dose activity change, negative = inhibition, most hits filed as inhibitors; GLS enzymatic activity, qHTS titration; 0.21% of 410,000 active; further: on the % scale 0 is the no-effect control and ±100 the full control effect
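Glutamate formation by hKGA was monitored fluorometrically using coupled glutamate oxidase, HRP and Amplex Red. Substrate was added as 1 mM L-glutamine solution; incubation was 30 min at RT after an initial read.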
* marks the source's active call; other numbers are inactive results; i = inactive; ? = inconclusive; · = not tested or not shown; & = joins results of further samples; [ ] = remark or other dose. Unless noted, the call rests on the fitted dose curve; in most records, active means well fitted curve in the direction sought with a large enough effect; inconclusive means small, poorly fitted or top-dose-only effect, or another doubt; inactive means no such curve, though single readings can be large; an effect the other way counts as inactive or inconclusive. Potency means the concentration at half of the fitted maximal effect. This is a subset; the hit share may differ from the screen's.

1: N#Cc1ccccc1NC(=O)CSc1cn[nH]n1
2: Cc1cccc(NC(=O)COc2coc(CN3CCc4ccccc4C3)cc2=O)c1
3: O=C(Nc1ccc(F)cc1)[C@H](CSCc1ccccc1)N1Cc2ccccc2C1=O
4: C#CCN1c2ccccc2Sc2cccnc21
5: COc1ccc(-c2cc3nc(C)c(CCC(=O)NCc4ccc(F)cc4)c(C)n3n2)c(OC)c1
6: COc1ccc(C(=O)N2CCN(CCc3ccccn3)CC2)cc1
Assay by compound	1	2	3	4	5	6
G9a inh	?	-35%	-6%[59 µM]	42%	-4%	0%
JMJD2A Tudor inh	-5%	-13%	?	22%	-7%	-5%&1%
BLM inh	0%	·	-22%	5%	-6%	-3%&1%
Tb PGK inh	i	-6%	2%	0%	i	4%&-8%
HP1b binding inh	24%	37%	21%	35%[57 µM]	12%	41%&78%[activator]
Pin1 inh	4%	1%	5%	10%	3%	-11%&-3%
BAZ2B block	19%	19%	-8%	1%	10%	?
POLI inh	22%	2%	17%	-27%	80%[activator]	3%&28%
GLS inh	-3%	6%	7%	0%	9%	8%&2%

Some of these compounds in order of their number in BAZ2B block, high to low:
| item | canonical_smiles | BAZ2B block |
| --- | --- | --- |
| 2 | Cc1cccc(NC(=O)COc2coc(CN3CCc4ccccc4C3)cc2=O)c1 | 19% |
| 5 | COc1ccc(-c2cc3nc(C)c(CCC(=O)NCc4ccc(F)cc4)c(C)n3n2)c(OC)c1 | 10% |
| 4 | C#CCN1c2ccccc2Sc2cccnc21 | 1% |
| 3 | O=C(Nc1ccc(F)cc1)[C@H](CSCc1ccccc1)N1Cc2ccccc2C1=O | -8% |

More results
7: CC(C)(C)n1nnnc1C(c1cccnc1)N1CCN(C(=O)c2ccco2)CC1 (configuration not stated)
8: O=S(=O)(/C=C/c1ccccc1)N1CCN(c2ccc(F)cc2)CC1
9: COC(=O)c1cccc(NC(=S)N2CCN(C)CC2)c1
10: CCS(=O)(=O)Nc1ccc(C2=NN(C(=S)Nc3ccccc3)C(c3ccco3)C2)cc1 (configuration not stated)
11: O=C(NCC1CCCO1)c1ccc(OC2CCN(C(=O)C3CC3)CC2)cc1 (configuration not stated)
12: O=C(CN1CCN(c2ccc(F)cc2)CC1)Nc1ccccc1C(=O)NCCc1ccccc1
Assay by compound	7	8	9	10	11	12
G9a inh	25%[59 µM]	-19%[59 µM]	10%	?	33%[activator][59 µM]	10%[12.7 µM]
JMJD2A Tudor inh	-3%	9%	6%	?	-8%	-28%
BLM inh	2%	-2%	1%	-10%	-2%	·
Tb PGK inh	i	-13%	-9%	-7%	-6%	-7%
HP1b binding inh	3%	44%[activator]	32%	-22%	57%[activator]	12%
Pin1 inh	1%	-2%	3%	36%[activator]	-6%	5%
BAZ2B block	25%	-14%	5%	?	0%	?
POLI inh	-13%	-4%	92%[activator]	0%	26%	-14%
GLS inh	-1%	-4%	0%	5%	-1%	-1%

13: Cc1cc(C)cc(-n2cnc3cc(C(=O)O)ccc32)c1
14: COc1ccc(-c2cc(=O)oc3cc(OCC(=O)N4C[C@H]5C[C@@H](C4)c4cccc(=O)n4C5)ccc23)cc1
15: CCCOc1cccc(C(=O)N/N=C/c2ccoc2)c1
16: Cc1ccc(NC(=S)N2CCN(C)CC2)c(C)c1
17: O=C(N/N=C/c1ccc(O)c(O)c1)c1cccc(S(=O)(=O)N2CCCC2)c1
18: CCCCOC(=O)c1ccc(NC(=O)c2cc(Cl)c(Cl)cc2C(=O)O)cc1
Assay by compound	13	14	15	16	17	18
G9a inh	?	·	·	5%[59 µM]	40µM*	·
JMJD2A Tudor inh	-10%	-12%	-21%	-4%	7.9µM*	?
BLM inh	1%	1%	-7%	0%	·	2%
Tb PGK inh	-3%	1%	-6%	-9%	-9%	-6%
HP1b binding inh	18%	22%	6%	10%	-23%	10%
Pin1 inh	?	2%	-10%	-1%	?	-8%
BAZ2B block	-18%	1%	?	7%	-38%	-20%
POLI inh	-2%	16%	?	23%	?	88%[activator]
GLS inh	5%	-3%	4%	8%	11µM*	-18%

19: Cn1c(NCc2ccco2)nc2c1c(=O)n(Cc1ccc(Br)cc1)c(=O)n2C
20: CCN(CC)C(=O)Oc1ccc2oc(=O)cc(-c3cc4cccc(OC)c4o3)c2c1
21: Cc1oc2cc3oc(=O)c(CCC(=O)NCCC(=O)O)c(C)c3cc2c1C
22: Nc1nc(SCc2ccccc2)n[nH]1
23: O=C(N/N=C/c1cccc(O)c1)c1cc2c(ccc3ccccc32)o1
24: CCc1ccc(CNC(=O)CSc2c3c(nc4ccc(Cl)cc24)CCCC3)cc1
Assay by compound	19	20	21	22	23	24
G9a inh	-13%[59 µM]	31%	20%	·	6%	0%[59 µM]
JMJD2A Tudor inh	-18%	-15%	5%	-5%	3%	0%
BLM inh	-5%	-4%	2%	0%	-7%	-1%
Tb PGK inh	8%	-8%	·	-2%	-12%	-2%
HP1b binding inh	19%	37%	47%[activator]	28%	25%	44%[activator]
Pin1 inh	-5%	22%	?	3%	?	-6%
BAZ2B block	-9%	-12%[57.1 µM]	-2%	4%	-12%	·
POLI inh	7%	33%[activator]	3%	43%[activator]	?	24%
GLS inh	-21%	-3%	-11%	24%	-16%	1%

Structures above containing an NH in an aromatic ring:
1: N#Cc1ccccc1NC(=O)CSc1cn[nH]n1
22: Nc1nc(SCc2ccccc2)n[nH]1
Assay by compound	1	22
G9a inh	?	·
JMJD2A Tudor inh	-5%	-5%
BLM inh	0%	0%
Tb PGK inh	i	-2%
HP1b binding inh	24%	28%
Pin1 inh	4%	3%
BAZ2B block	19%	4%
POLI inh	22%	43%[activator]
GLS inh	-3%	24%

(next part)
25: O=S(=O)(c1cccc2cccnc12)N1CCOCC1
26: O=C(NNc1nc(N2CCOCC2)nc(N2CCOCC2)n1)c1ccccc1
27: CC(=O)c1ccc(NC(=O)C2CCCC2)cc1
28: O=C(COC(=O)C1CC1)Nc1ccc(Oc2ccccc2)cc1
29: CC(C)c1csc(CN2CCC(N3CCC(C(=O)N4CCOCC4)CC3)CC2)n1
30: COC(=O)[C@@H](NCc1ccc(B(O)O)cc1)C(C)C
Assay by compound	25	26	27	28	29	30
G9a inh	-23%[12.7 µM]	·	0%[59 µM]	5%[59 µM]	-15%	·
JMJD2A Tudor inh	-31%	-5%	0%	-3%	-19%	-20%
BLM inh	2%	·	-4%	-3%	2%	·
Tb PGK inh	2%	-7%	6%	1%	-4%	0%
HP1b binding inh	13%	34%	58%[activator]	43%[activator]	14%[57 µM]	15%
Pin1 inh	-1%	1%	-3%	1%	-2%	2%
BAZ2B block	6%	·	-25%	9%	-18%	·
POLI inh	10%	25%	0%	-16%	26%	-1%
GLS inh	-4%	17%	-1%	0%	2%	0%

31: CCN(Cc1ccccc1)Cc1cc(OC)cc(OC)c1
32: O=C(O)c1ccc(CNCc2cccc(Cl)c2)cc1
33: CCCn1cnc2cc(NC(=O)c3cc(OC)c(OC)c(OC)c3)ccc21
34: COc1ccc(N/C(C)=C2/C(=O)C(=O)N(CCO)C2c2ccc(Br)cc2)cc1 (configuration not stated)
35: Cn1c2ccccc2c2cc(C(=O)O)ccc21
36: Cc1ccc2c(N)c(C#N)sc2n1
Assay by compound	31	32	33	34	35	36
G9a inh	-13%[59 µM]	?	-37%[59 µM]	11%[59 µM]	15%	-17%[12.7 µM]
JMJD2A Tudor inh	34%	-12%	-14%	-19%	-8%	1%
BLM inh	-1%	1%	-2%	0%	2%	0%
Tb PGK inh	-10%	0%	-9%	-1%	-8%	-5%
HP1b binding inh	63%	52%[activator]	0%	-3%	4%	14%
Pin1 inh	-3%	-14%	10%	-1%	-1%	1%
BAZ2B block	33%	-2%	-34%	0%	?	6%
POLI inh	3%	37%[activator]	34%[activator]	14%	-8%	-3%
GLS inh	7%	-7%	-22%	-12%	2%	24%

37: CCOc1ccccc1NC(=O)CN1CCC(NC(=O)c2ccccc2C)CC1
38: COC(=O)C1=C(C)N(Cc2ccccc2)C(=NCc2cc(OC)c(OC)c(OC)c2)N[C@H]1c1ccccc1
39: COc1cc(=O)n(C)c2c(O)cccc12
40: CC(C)(C)c1ccc(-c2nnc(SCCC#N)n2C2CCCC2)cc1
41: CCC(=O)C1=C(c2ccccc2)N(C(=O)CC)n2c(nnc2-c2ccccc2)S1
42: COc1ccc(OC)c(S(=O)(=O)NC2CC2)c1
Assay by compound	37	38	39	40	41	42
G9a inh	7%[59 µM]	?	18%[12.7 µM]	-6%[59 µM]	-9%[59 µM]	-5%
JMJD2A Tudor inh	-1%	-7%	-12%	1%	4%	12%
BLM inh	-2%	-1%&-8%	-1%	-8%	-6%	-2%
Tb PGK inh	-7%	-3%	2%	0%	-8%	9%
HP1b binding inh	29%	27%	14%	58%[activator]	-16%	29%
Pin1 inh	-2%	3%	1%	-1%	-2%	1%
BAZ2B block	3%	1%	-24%	-6%	-2%	-11%
POLI inh	16%	14%	42%[activator]	22%	14%	41%[activator]
GLS inh	0%	-2%	-19%	-14%	3%	0%

43: O=C(CC1N=C2c3ccccc3N=C(SCc3ccc(Cl)cc3)N2C1=O)NCc1ccco1 (configuration not stated)
44: Cc1ccc(S(=O)(=O)n2cnc3cc([N+](=O)[O-])ccc32)c(C)c1C
45: Cc1nnc(-c2ccc(Oc3ccc(Br)cc3)c([N+](=O)[O-])c2)o1
46: CCOc1cc(OCC)cc(C(=O)Nc2cccnc2)c1
47: Cc1cc(C)nc(N2CCCC(C(=O)NCc3cccc(C(F)(F)F)c3)C2)n1 (configuration not stated)
Assay by compound	43	44	45	46	47
G9a inh	50µM*	?	11%[59 µM]	2%	-3%[59 µM]
JMJD2A Tudor inh	?	-22%	-8%	-12%	-17%
BLM inh	-14%	2%	-8%	-10%	-1%
Tb PGK inh	-5%	3%	i	-3%	14%
HP1b binding inh	-12%	31%	10%	29%	16%
Pin1 inh	32%[activator]	0%	3%	0%	-2%
BAZ2B block	?	?	?	0%	16%
POLI inh	?	?	-6%	37%[activator]	10%
GLS inh	2%	14%	1%	-1%	-1%
